Redox H2O2 prof: compounds producing H2O2 with reducing agent – biochemical, NIH compound library profiling, artefact control for MLSCN library redox annotation, primary screen; 0.03% of 200,000 active; activation, % at 10 µM; DTT-dependent redox cycling H2O2, phenol red/HRP absorbance; 100% = 100 µM peroxide control, 0% = buffer;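 active means activation of at least 50% relative to the plate's high and low controls in the primary single-dose screen; inactive means activation below 50%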;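 further: compound incubated with DTT at 0.8 mM final as the reducing agent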
PMI act satM6P: human PMI activators, high substrate, primary screen, biochemical, fluorescence intensity, near-saturating mannose 6-phosphate; coupled PMI enzyme assay, resazurin fluorescence, 20 min; stronger effect = higher value; 1 = untreated enzyme, 0 = substrate-free blank; Mannose-6-phosphate isomerase (Homo sapiens), P34949; 0.34% of 190,000 active; activation factor at 20 µM;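 active means activation factor of 2 or more at 20 µM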
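test system = human PMI in coupled enzyme assay | medium = HEPES-buffered pH 7.4 with magnesium and detergent | also added = 1.0 mM mannose-6-phosphate substrate with 0.22 mM NADP+ | compound = 20 µM single dose | times = 20 min incubation at room temperature | measured by = resorufin fluorescence (Ex 544/Em 590 nm) from resazurin via diaphorase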
Hsp70 act: Hsp70 transcriptional activators, primary screen, cell-based, HeLa, Hsp70 promoter luciferase, luminescence, 10 µM; HeLa Hsp70 promoter luciferase reporter; scaled: vehicle 0, proteasome-inhibitor control 100%; activation, % at 10 µM; 0.04% of 200,000 active; AID 1203, 2008;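 active means activation above the mean across all tested compounds plus 3 SD, cutoff set per campaign, cut at about 5.5% in these data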;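 further: 100% = MG132 at 30 µM as the positive control and 0% = DMSO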
TNAP inh hi DEA: human TNAP enzyme inhibitors, primary screen, biochemical, luminescent, high phosphate acceptor level, uHTS; purified TNAP, CDP-star luminescence, 1 M DEA; inhibition, % at 20 µM; 0.03% of 200,000 active; AID 1135, 2008;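 active means over 50% inhibition of tissue-nonspecific alkaline phosphatase at 20 µM in the single-dose screen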;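 further: plate controls were DMSO wells for no effect and EDTA-quenched wells as full inhibition for full effect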
Target sequence (P05186 whole entry, looked up): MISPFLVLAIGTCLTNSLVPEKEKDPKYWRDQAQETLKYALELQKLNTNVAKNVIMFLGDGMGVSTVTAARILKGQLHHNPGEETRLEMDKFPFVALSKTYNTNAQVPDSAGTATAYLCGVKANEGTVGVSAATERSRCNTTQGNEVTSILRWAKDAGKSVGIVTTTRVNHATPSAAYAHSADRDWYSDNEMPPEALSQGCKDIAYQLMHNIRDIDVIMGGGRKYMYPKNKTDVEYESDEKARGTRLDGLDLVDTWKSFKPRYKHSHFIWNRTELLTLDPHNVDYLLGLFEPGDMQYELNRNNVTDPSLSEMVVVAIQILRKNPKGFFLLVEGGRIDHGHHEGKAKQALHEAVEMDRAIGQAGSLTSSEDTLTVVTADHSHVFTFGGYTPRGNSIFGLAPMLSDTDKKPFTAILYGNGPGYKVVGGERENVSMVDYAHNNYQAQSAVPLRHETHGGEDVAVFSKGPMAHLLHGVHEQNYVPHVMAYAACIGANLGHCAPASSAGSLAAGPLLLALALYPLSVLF
S1P3 antag: S1P3 receptor antagonists, primary screen, cell-based; Sphingosine 1-phosphate receptor 3 (Homo sapiens), Q99500; CHO S1P3 NFAT-BLA reporter, FRET fluorescence, antagonist mode; inhibition, % at 4.98 µM; 0.27% of 170,000 active; AID 485, 2006;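 active means inhibition above the plate cutoff, the mean inhibition of test wells on that plate plus 3 SD, cut at about 28% in these data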;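 further: cells challenged with S1P at its EC80 of 0.8 µM; blue over green emission ratio from cleaved BLA substrate after 4 h stimulation; 0% = S1P-stimulated wells and 100% = unstimulated DMSO-only wells; some compounds past the cut are filed as inactive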
Target sequence (Q99500 whole entry, looked up): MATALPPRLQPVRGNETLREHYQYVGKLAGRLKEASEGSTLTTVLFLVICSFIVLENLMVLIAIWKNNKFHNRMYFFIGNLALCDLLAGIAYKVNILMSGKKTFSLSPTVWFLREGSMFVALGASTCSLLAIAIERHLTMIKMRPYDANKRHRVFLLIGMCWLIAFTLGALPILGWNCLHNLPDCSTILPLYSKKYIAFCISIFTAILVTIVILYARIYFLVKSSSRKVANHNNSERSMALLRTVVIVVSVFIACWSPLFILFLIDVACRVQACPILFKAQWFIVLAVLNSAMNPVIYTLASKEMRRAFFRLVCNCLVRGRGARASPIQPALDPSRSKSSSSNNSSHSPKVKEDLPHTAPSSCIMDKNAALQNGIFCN
Efa HMGR inh: inhibitors of E. faecalis class II HMGR, primary screen, biochemical, Enterococcus faecalis; HMG-CoA reductase (Enterococcus faecalis, mvaE); purified E. faecalis HMGR, NADPH absorbance 340 nm kinetic; inhibition, % at 10 µM; 0.41% of 190,000 active; AID 1066, 2008;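 active means inhibition above a set limit, the median over all tested compounds plus 3 SD, cut at about 9.5% in these data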;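 further: enzyme runs in reverse so mevalonate oxidation gives rising NADPH absorbance; 0% = complete reaction with DMSO and 100% = background rate lacking mevalonate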
Lmaj promast: Leishmania major promastigote growth inhibition, primary screen. Leishmania major promastigotes, resazurin fluorescence viability. 9% of 200,000 active. inhibition, % at 10 µM; in the data active means inhibition above about 50%;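 further: promastigotes grown with compound for 44 hours at 28 °C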
TNAP inh no acc: human TNAP enzyme inhibitors, primary screen, biochemical, luminescent, no phosphate acceptor, uHTS; 0.26% of 200,000 active; inhibition, % at 20 µM; Alkaline phosphatase, tissue-nonspecific isozyme (Homo sapiens), P05186; purified TNAP, CDP-star luminescence, 30 min;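 active means tissue-nonspecific alkaline phosphatase inhibition above about 50% at 20 µM in the single-dose screen, limit read from the data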;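 further: 0% = DMSO negative control and 100% = EDTA positive control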
RAM inhibit: inhibitors of the yeast RAM network, primary screen, dse1pr::URA3 reporter, 5-FOA selection; S. cerevisiae dse1pr::URA3 reporter, 5-FOA growth OD615, 2 d; analog-sensitive cbk1-as2 kinase mutant strain; inhibition, % at 50 µM; 1.8% of 190,000 active; AID 868, 2007;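 active means inhibition above a set limit, 3 SD over mean compound inhibition, cut at about 8.4% in these data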;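 further: 0% = DMSO-only wells with no growth and 100% = 10 µM 1-NA-PP1 full growth; inhibition rescues growth on 5-FOA so higher OD means more RAM inhibition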
PMI activator: activators of human PMI, primary screen, biochemical, fluorescence intensity, near-Km mannose 6-phosphate; AID 1214, 2008; activation factor at 20 µM; purified human PMI, coupled resazurin fluorescence, 20 min; stronger effect = higher value; 1 = vehicle control, 0 substrate-free wells; 0.005% of 190,000 active;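 active means activation factor of 2 or more at 20 µM, relative to plate controls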
* marks the source's active call; other numbers are inactive results; x = no result given.

Molecule	Redox H2O2 prof	PMI act satM6P	Hsp70 act	TNAP inh hi DEA	S1P3 antag	Efa HMGR inh	Lmaj promast	TNAP inh no acc	RAM inhibit	PMI activator
CCCCOCC(O)CCc1n[nH]c(=S)n1-c1ccccc1 (stereo unspecified)	-1.1	1	-0.1	-4.4	-29.8	-0.1	-6.6	3.5	1.4	0.9
COCCCNC(=O)c1ccc(Cn2c(=O)c3ccccc3n(Cc3ccccc3C#N)c2=O)cc1	0.1	1	-0.6	-6.9	x	-12.4	-3.1	-13.5	2.0	1
COC(=O)c1ccc(CSc2nnc(-c3c[nH]c4ccccc34)n2-c2ccccc2)cc1	0.2	0.9	-0.2	-3.3	4.4	-12.1	41.8	-12.9	6.2	0.8
Cc1nn2c(-c3ccc(Cl)cc3Cl)nnc2s1	3.0	0.9	-0.1	-2.2	-17.2	4.0	2.8	-1.7	0.8	1
O=C(Nc1ccc2ccccc2c1)c1cccnc1	-4.0	1	-0.1	-4.8	15.0	-2.4	-0.1	-11.8	-1.3	1
O=C(NCCCn1ccnc1)c1ccco1	1.9	1	-0.4	-0.3	23.8	-6.5	-4.0	-6.2	0.4	0.9
COc1cc(/C=N\NC(=O)CC(=O)NCCc2ccccc2)ccc1O	-0.3	0.8	1.4	-9.1	-6.4	-2.4	-3.0	-10.3	0.6	0.8
CCOCc1nc(N)[nH]c(=O)c1Cc1ccc(OC(C)C)cc1	0.1	1	-0.3	-3.3	x	0.6	-7.1	-10.5	1.1	1
COc1cc(C(=O)Nc2c(C)cc(C)cc2C)c(Br)c(OC)c1OC	-1.2	1	-0.4	-5.7	-14.0	-3.7	3.9	-6.9	-1.0	1
Cc1ccn2c(c1)nc(=S)n2C(=O)c1ccccc1	0.4	1	0.2	-1.9	-23.2	4.4	15.2	-4.5	0.5	1
Cn1ccc(O)c(C#N)c1=O	-0.1	1	-0.5	-1.0	-7.7	-5.4	-8.7	-3.9	1.0	1
O=C(CCCSc1nc2ccccc2[nH]1)N1CCN(c2ccc([N+](=O)[O-])cc2)CC1	-0.8	0.9	-0.2	9.2	x	-0.2	6.9	7.5	2.5	0.7
Cc1cc(C(=O)N2CCc3ccccc32)c2ccccc2n1	-0.4	0.9	-0.5	-4.8	-11.0	-6.5	-5.1	-7.7	0.5	0.9
CCCOP(=O)(c1ccc(N(C)C)cc1)C(O)c1ccncc1 (stereo unspecified)	-0.2	1.1	0.1	-2.9	-32.2	-7.4	-3.5	-8.3	3.6	1
CCOC(=O)CSC1=N/C(=C\c2cccnc2)C(=O)N1c1ccc(OC)cc1	0.2	1	0.1	4.1	0.0	0.8	-2.1	-4.0	3.3	0.9
O=C(Nc1ccc(S(=O)(=O)Nc2ncccn2)cc1)C1COc2ccccc2O1 (stereo unspecified)	-1.5	0.9	0.1	1.7	-25.1	-3.0	0.5	-5.8	3.7	1
Cc1c(C(=O)NN2CCOCC2)oc2ccccc12	0.3	1	-0.3	0.2	-18.2	-2.0	-1.2	-7.1	2.7	1
CCOC(=O)C(C)N1C(=O)S/C(=C/c2ccc3c(c2)n(C)c(=O)n3C)C1=O (stereo unspecified)	-0.4	0.9	0.0	-3.4	-12.4	-4.8	67.4*	-13.6	-0.5	0.9
Cc1oc2c(cc(NS(=O)(=O)c3cccs3)c3ccccc32)c1C(=O)OC(C)C	0.4	0.6	0.1	1.0	x	-4.4	2.4	-5.0	2.8	0.9
O=C(CSCc1ccc(Cl)cc1)NCc1ccccn1	-0.3	1	-0.2	3.9	-2.2	4.1	-7.3	-14.4	2.1	1
Nc1cc(=O)[nH]c(SCc2nnc(-c3ccccc3)o2)n1	-4.2	1	-0.3	-8.4	-8.0	-5.5	5.8	-11.8	0.8	1
CC(=O)c1c(C)[nH]c(C(=O)CN2C(=O)NC(C)(CCC(C)C)C2=O)c1C (stereo unspecified)	-0.4	1.1	-0.3	-2.8	-4.7	5.4	-0.1	-7.9	0.4	1.1
COc1cccc(CN2CCNC(=O)C2CC(=O)NCCn2ccc3ccccc32)c1OC (stereo unspecified)	-0.7	0.5	-0.1	0.8	-1.6	-6.7	-8.8	-3.3	3.6	0.9
CCS(=O)(=O)N1CCCC(C(=O)NCC2CCCO2)C1 (stereo unspecified)	-1.0	1.1	-0.3	-5.5	16.8	-4.0	-3.8	-12.1	1.4	1
CCC(O)CNC(=O)NC(=C(Cl)Cl)c1ccc(C)c(F)c1 (stereo unspecified)	-0.2	1	-0.1	-1.8	9.8	3.1	26.1	-9.0	2.4	1
CC(=O)N/C(=N/c1nc(C)cc(C)n1)Nc1ccc(NC(C)=O)cc1	0.6	0.9	0.0	-3.8	x	-11.1	-2.0	-4.3	0.3	1
COc1ccc(-c2cc(C(F)(F)F)n3nc(C(=O)NCCCn4ccnc4)cc3n2)cc1	0.1	0.9	-0.4	-4.6	x	0.4	90.4*	-5.0	0.1	0.9
Cc1cccc(N2CCN(C(=O)Cn3cnc4c3c(=O)n(C)c(=O)n4C)CC2)c1C	0.5	1.1	0.0	-0.5	x	3.2	4.6	-10.7	0.1	1
O=C(N/N=C/c1ccc(Cl)cc1)Nc1ccccc1	3.2	1	-0.1	-3.8	x	x	1.3	-5.5	2.2	1
CCn1cc(C(=O)OCC(=O)c2ccccc2)c(=O)c2ccc(C)nc21	-0.6	1	-0.1	-6.7	5.9	-0.1	-1.2	-13.3	17.5*	1
CC(=O)NS(=O)(=O)c1ccc(NC(=O)COc2ccc(C(=O)c3ccccc3)cc2)cc1	-0.2	1.1	-0.4	-4.0	9.4	3.4	-1.0	-13.0	2.2	1.1
O=C(CCC(=O)c1cccs1)OCc1nnc(-c2ccccc2)o1	0.0	1.1	-0.2	-0.9	-29.9	1.4	-7.0	-2.5	0.7	1
CCc1ccc(C(=O)NNC(=O)CCN2CCN(Cc3ccccc3)CC2)cc1	-0.1	0.9	0.0	-2.2	-10.4	-3.4	-2.9	-17.4	-0.6	0.9
CCC1(c2ccccc2)NC(=S)N(c2cccc(C)c2C)N1 (stereo unspecified)	0.1	1.1	0.1	2.4	7.8	-4.0	3.1	4.0	1.6	1.2
CC(C)CCn1c(SCCN2CCOCC2)nc2c1c(=O)[nH]c(=O)n2C	1.9	1	-0.2	-9.1	8.2	-2.2	5.2	-11.5	0.1	1
O=C(NCc1ccc2c(c1)OCO2)C(=O)NC1CCCCC1	0.1	1.1	-0.6	-5.9	x	-4.7	-7.3	-1.2	0.5	1.1
CN(C(=O)CSc1nnc(-c2ccccc2)o1)c1c(N)n(Cc2ccccc2)c(=O)[nH]c1=O	-2.4	1.2	0.0	0.6	-2.4	0.6	-6.4	-2.4	2.4	1.3
COC(=O)c1c(NC(=O)/C=C/C(=O)O)sc(Cc2ccccc2)c1C	0.1	1	-0.1	-0.4	1.0	-4.2	-3.9	6.8	4.0	0.9
COc1ccc(-c2nnn(CC(=O)N(CC(=O)NC3CCCC3)c3ccccc3)n2)cc1OC	-0.3	1	0.2	-4.4	-8.8	-4.9	-1.7	-8.9	2.7	0.9
Cc1csc(SCC(=O)Nc2ccc3c(c2)OCCO3)n1	-0.6	1	-0.4	1.4	10.1	-5.8	-3.6	-7.8	-0.5	1
COc1cc(/C=C2\SC(=O)N(Cc3ccc(F)cc3)C2=O)cc([N+](=O)[O-])c1O	1.4	1	-0.1	16.3	4.3	-1.1	-3.7	22.1	2.9	0.9
N=C1C(c2nc3ccccc3s2)=C(O)CN1NC(=O)c1c[nH]c2ccccc12	-0.3	1	-0.4	-2.5	-9.2	-1.0	-6.8	-12.3	8.5*	1
CC(=O)c1c(C)n([O-])c2ccc(C)cc2[n+]1=O	1.0	1	0.3	1.8	-31.2	1.8	2.1	-5.4	0.0	1
Cc1cccc(NC(=S)NNC(=O)c2csc(C)c2)c1	-0.2	1	0.3	-1.7	-4.2	-5.1	1.3	-145.9	2.0	1
O=C(c1ccc(S(=O)(=O)c2ccccc2Cl)c([N+](=O)[O-])c1)N1CCN(Cc2ccccc2)CC1	-0.2	1	-0.2	-4.4	-5.7	0.1	76.3*	-0.9	0.3	1
CC(=O)N(C)Cc1ccc(C(=O)CCl)cc1	0.0	1.2	-0.1	3.4	-4.1	-0.3	100.5*	-8.8	0.5	1.3
O=C(O)CCN1C(=O)NC2(CCCC2)C1=O	0.1	1	-0.3	-6.5	19.9	-8.9	-4.8	-12.6	0.1	1
COc1ccc(NC(=O)C(=O)NCCO)cc1Cl	-0.3	1.1	-0.2	-4.7	-5.0	-1.2	42.2	1.8	1.8	1.1
COc1ccc(-c2csc(/C=C/c3ccc4c(c3)OCO4)n2)cc1OC	0.4	1	-0.2	6.9	3.5	-5.6	-6.8	-15.6	2.4	0.9
COc1ccc(C2C(=O)c3ccccc3C2=O)cc1OC	-0.9	1.4	-0.5	4.3	11.2	3.5	1.7	-3.6	1.1	1.4
O=C(Cc1ccc([N+](=O)[O-])cc1)NCc1ccncc1	-1.3	1	-0.2	-1.3	3.7	-1.7	-3.4	-2.4	2.2	1.1
COc1ccc(OC)c(N=CC2=C(O)CC(C)(C)CC2=O)c1	0.5	1.1	-0.4	-10.5	4.3	-6.2	3.9	-8.5	-0.5	1
Cc1ccc(CNC(=O)C(CCC(N)=O)NC(=O)OCc2ccccc2)cc1 (stereo unspecified)	1.0	1	-0.5	-4.1	0.3	-1.7	37.8	-1.5	-0.4	1.1
CCCN(CCO)Cc1ccc(F)c(Br)c1	2.7	1	-0.4	-6.0	14.4	-4.2	8.2	-1.2	2.4	0.9
CC(=O)Nc1nc(CCN2C(=O)c3ccccc3C2=O)cs1	0.0	1.1	-0.1	-2.8	-11.1	-3.2	-5.4	-4.6	1.8	1.2
CCn1ncc([N+](=O)[O-])c1C(=O)Nc1ccc(C(=O)N2CCCCC2)cc1	0.0	1.1	-0.5	-4.1	-9.1	2.7	-1.3	-12.1	3.5	1.1
